SARS 3CLpro inh: SARS-CoV 3CLpro protease inhibition | P0C6X7 | recombinant SARS-CoV 3CLpro, quenched FRET peptide cleavage | inhibition, % at 6 µM | hit rate 0.14% among 290,000 | AID 1706; in the data active = inhibition above about 12%
VHR inh abs: blocks human VHR1 dual specificity phosphatase | P51452 | recombinant VHR phosphatase, pNPP absorbance | inhibition, % at 13.3 µM | hit rate 0.52% among 290,000 | AID 1654; in the data active = inhibition above about 50%; note: some compounds called inactive have numbers as strong as hits
PriA SSB inh: K. pneumoniae PriA-SSBct interaction inhibition; inhibition, % at 33 µM; AlphaScreen SSBct-PriA binding, biotinylated peptide; AID 1272365; hit rate 0.6% among 430,000; in the data active = inhibition mostly above about 37%, no sharp cut-off; inactive = mostly below about 20%;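 note: plate controls were negative control peptide for no effect and reference peptide for full effect; strong numbers were not always called active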
Rv3671c inh: inhibits the M. tuberculosis serine protease Rv3671c. P9WHR9. inhibition, % at 5.96 µM. hit rate 0.048% among 320,000; in the data active = inhibition above about 38%;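 note: extracellular domain of Rv3671c used as enzyme; 0% = enzyme with DMSO and 100% = no enzyme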
PrPC surface inh: cell surface PrPC inhibition, primary TR-FRET screen; P04156; TR-FRET read-out; inhibition, % at 13.8 µM; hit rate 0.43% among 370,000; AID 720596; in the data active = inhibition above about 24%; note: 0% = median of the test wells and 100% = reference compound wells
BoNT-A LC inh2: inhibitors of Botulinum neurotoxin A light chain protease | hit rate 0.17% among 360,000 | multiplex microsphere protease substrate cleavage, flow cytometry | inhibition, % at 10 µM; note: plate controls were buffer without enzyme for full effect and enzyme alone for no effect
Anthrax LF prot: inhibitors of Bacillus anthracis lethal factor protease; multiplex microsphere protease cleavage assay, LF; inhibition, % at 10 µM; hit rate 0.12% among 360,000; P15917; note: plate controls were buffer without enzyme for full effect and enzyme alone for no effect
Target sequence (P15917 whole entry, looked up): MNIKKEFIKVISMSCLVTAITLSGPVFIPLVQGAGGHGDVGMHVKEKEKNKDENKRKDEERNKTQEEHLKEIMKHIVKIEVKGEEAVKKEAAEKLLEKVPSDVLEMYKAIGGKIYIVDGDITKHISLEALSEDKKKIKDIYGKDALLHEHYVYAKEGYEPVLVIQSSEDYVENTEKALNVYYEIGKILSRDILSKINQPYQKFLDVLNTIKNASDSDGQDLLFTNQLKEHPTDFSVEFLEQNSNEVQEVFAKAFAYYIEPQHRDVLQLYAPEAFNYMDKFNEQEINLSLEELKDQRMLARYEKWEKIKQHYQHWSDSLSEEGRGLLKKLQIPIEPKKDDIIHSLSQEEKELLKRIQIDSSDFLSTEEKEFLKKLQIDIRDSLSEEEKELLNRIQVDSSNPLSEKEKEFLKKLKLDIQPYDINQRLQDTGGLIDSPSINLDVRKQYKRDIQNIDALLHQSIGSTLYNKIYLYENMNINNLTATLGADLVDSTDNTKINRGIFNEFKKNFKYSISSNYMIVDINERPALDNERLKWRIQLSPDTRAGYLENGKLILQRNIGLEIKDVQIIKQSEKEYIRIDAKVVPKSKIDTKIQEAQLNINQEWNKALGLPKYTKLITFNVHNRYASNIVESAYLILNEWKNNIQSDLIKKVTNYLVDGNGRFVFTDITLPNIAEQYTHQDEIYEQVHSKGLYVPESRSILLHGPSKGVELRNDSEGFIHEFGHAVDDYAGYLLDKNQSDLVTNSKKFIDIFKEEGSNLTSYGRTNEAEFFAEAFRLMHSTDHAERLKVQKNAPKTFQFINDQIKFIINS
CCHFV vOTU inh: blocks the CCHF virus ovarian tumor domain protease. CCHFV vOTU protease, Pep-AMC fluorescence. inhibition, % at 11.5 µM. hit rate 0.55% among 370,000. AID 651958; in the data active = inhibition above about 30%; note: 0% = vehicle wells with enzyme and 100% = no enzyme wells
BoNT F protease: BoNT F light chain protease inhibition | Multiplex microsphere protease cleavage assay, flow cytometry | inhibition, % at 10 µM | hit rate 0.22% among 360,000; in the data active = inhibition above about 35%, passing the limit was not always enough; inconclusive = no clear call, values can overlap the other calls; note: plate controls were buffer without enzyme for full effect and enzyme alone for no effect
MazF activator: increases E. coli MazEF RNase cleavage of RNA. P0AE70. FAM/BHQ RNA-DNA oligo cleavage fluorescence, 5 h. activation, % at 20 µM. hit rate 0.32% among 350,000; in the data active = activation above about 50%
Target sequence (P0AE70 whole entry, looked up): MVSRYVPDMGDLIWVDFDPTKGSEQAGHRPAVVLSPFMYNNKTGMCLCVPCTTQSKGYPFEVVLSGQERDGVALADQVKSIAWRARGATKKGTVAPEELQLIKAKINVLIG
* = called active by the depositor; i = inactive; ? = inconclusive; . = not tested or not shown. Cut-off read from the data, not from the text of the source, unless noted: active = inhibition above about 30%; inconclusive = no clear call, values can overlap the other calls; inactive = below that. Some of the compounds tested; rates above refer to the full screens.

Value order: CCHFV vOTU inh	Rv3671c inh	Anthrax LF prot	PrPC surface inh	SARS 3CLpro inh	VHR inh abs	MazF activator	PriA SSB inh	BoNT-A LC inh2	BoNT F protease
1) O=c1c(Cc2ccccc2)c(O)ccn1C1CCCCCCC1
→ -0.3	-6.6	-8.9	0.3	4.4	20.8	5.3	7.2	0.9	4.9
2) O=C(C1CCN(S(=O)(=O)c2cccc3cccnc23)CC1)N1CCN(C2CCCC2)CC1
→ 6.0	3.8	-8.0	-7.8	-4.9	15.1	.	.	-0.8	-4.6
3) O=C(NC1CCCCC1)N1CCCC(CNS(=O)(=O)Cc2ccccc2)C1 (configuration not stated)
→ -8.6	-8.0	-6.7	-0.1	4.9	20.4	8.7	-6.2	-0.3	-5.5
4) O=C(COC(=O)c1ccc(Br)o1)NCCCc1ccccc1
→ 6.9	-9.4	-1.2	-3.6	1.1	12.0	10.5	-12.5	-0.6	?
5) CCn1c(=O)cc(SCC(=O)N2CCN(C)CC2)c2ccccc21
→ 15.1	-1.1	0.9	-16.5	-2.2	32.7	-0.6	-0.5	-0.8	-10.9
6) Clc1ccc(SCCOCCN2CCOCC2)cc1
→ 1.1	-3.5	-2.8	0.0	-1.9	-13.1	9.2	-3.9	3.3	?
7) CCCCCCCCCCCCN1C/C(=C\C(=O)OCC)c2cc(C(F)(F)F)ccc2S1(=O)=O
→ 13.2	-5.5	-2.8	0.8	0.8	25.1	-8.3	-24.5	0.5	-8.4
8) COc1ccc2c3c(ccc2c1)C(=O)/C(=C/O)CC3
→ -1.2	.	-6.2	-2.1	.	.	5.1	.	0.4	9.4
9) COC(=O)Cc1nnc(Nc2cccc(C)c2)c2ccccc12
→ 4.4	3.0	0.8	3.5	2.9	17.2	8.7	-2.6	-0.6	-4.8
10) CN1C(=CC=C2C=C(I)C(=O)C(I)=C2)C(C)(C)c2ccccc21
→ 10.7	.	55.1*	-0.3	1.4	20.1	-671.7	.	101.0*	19.3
11) Cc1ccc(C(=O)C2=C(O)C(=O)N(c3ncccn3)C2c2ccccc2F)o1 (configuration not stated)
→ 3.7	3.7	0.3	-0.5	0.8	-52.1	-10.1	-19.9	2.2	2.4
12) Cc1cccc(N(Cc2cc(=O)[nH]c3ccccc23)C(=O)CCl)c1
→ -7.5	-2.3	0.3	9.7	1.7	-4.7	7.0	-10.2	-0.5	?
13) CSc1nnc(-c2sc3cc(C(F)(F)F)cnc3c2-c2ccccn2)n1C
→ -2.7	2.7	-1.4	-13.9	3.0	3.6	-1.2	-16.1	-0.2	-8.4
14) CCCS(=O)(=O)N1CCN(c2cc3c(cc2[N+](=O)[O-])n(C)c(=O)n3C)CC1
→ -6.2	10.5	0.9	-36.9	-2.0	2.7	10.4	1.1	-1.0	-2.0
15) Cc1ccc(C)c2[nH]c(=O)c(C(c3nnnn3Cc3ccco3)N3CCc4ccccc4C3)cc12 (configuration not stated)
→ -4.9	-0.5	-6.2	-1.9	0.7	20.8	-1.9	14.4	-0.7	7.6
16) COc1ccccc1-n1cc(C(=O)N2CCCC(CO)(Cc3ccccc3C)C2)cn1 (configuration not stated)
→ 6.2	-9.5	-0.3	-2.4	-5.1	39.3	2.3	0.1	-0.3	-0.1
17) O=C(Nc1ccc(S(=O)(=O)NCC2CCCO2)cc1)C1CC(=O)N(c2ccccc2)C1 (configuration not stated)
→ -9.0	-3.7	-1.0	0.1	-1.0	-35.9	4.8	-7.5	-0.7	-9.7
18) CCCNC(=S)N1CCC(NC(=O)c2ccc(OC)cc2)CC1
→ 2.8	-12.9	-2.2	-7.4	-0.3	38.8	9.9	-22.1	1.0	?
19) N/C(=N\N=C\c1ccc(Br)o1)c1nonc1N
→ 3.0	2.2	19.6	-15.6	8.7	12.8	-0.7	.	?	?
20) O=S(=O)(c1ccccc1)N1CCc2ccccc2C1
→ -8.1	4.0	-5.4	4.0	2.8	1.0	-3.1	-18.0	-3.4	-12.9
21) OC(CN1CC=C(/C=C/c2ccc(Br)cc2)CC1)c1ccccc1 (configuration not stated)
→ -2.1	-8.6	-6.7	-4.4	-4.9	5.2	-7.8	-0.3	-3.5	?
22) OCC(O)CNC(=S)NC1CCCCC1 (configuration not stated)
→ -4.1	1.2	-3.1	4.3	2.6	7.8	8.0	-1.8	-0.6	1.2
23) O=C(CN1/C(=C(/O)c2ccccc2)C(=O)c2ccccc2S1(=O)=O)c1ccccc1
→ -0.8	5.5	-3.2	-6.5	0.5	19.4	2.5	.	-0.4	1.3
24) C/C(=N/NC(=O)CSc1nc2ccccc2n1C)c1ccco1
→ 4.6	7.2	-1.0	5.6	1.6	20.8	-2.3	.	1.6	4.1
25) COC(=O)C1CSc2[nH]c(=O)sc2C1c1ccc(O)c(OC)c1 (configuration not stated)
→ -1.1	-2.6	2.3	2.0	0.6	19.9	-6.0	5.6	-0.1	0.6
26) COc1ccc(C(=O)N2CCCC(C)(C(=O)NS(=O)(=O)C3CC3)C2)cc1 (configuration not stated)
→ 0.7	.	-12.6	7.9	.	.	.	.	-0.5	-8.5
27) CS(=O)(=O)N(CC(=O)NC1CCCCC1)c1cccc(F)c1
→ -4.5	3.7	-1.8	-1.6	-4.1	-1.5	-11.3	-11.6	-1.5	-1.7
28) Cc1noc(C)c1S(=O)(=O)N(C)C[C@H]1Oc2ccc(NC(=O)NC3CCCCC3)cc2C(=O)N([C@H](C)CO)C[C@@H]1C
→ -3.5	0.4	-2.5	2.6	.	.	4.6	-6.1	0.1	-0.8
29) Cn1c(=O)n(C)c2cc([N+](=O)[O-])c(N3CCN(S(C)(=O)=O)CC3)cc21
→ 0.9	2.3	-0.7	-40.1	4.2	-1.8	-1.2	-12.2	-0.3	2.3
30) O=C(CN1C(=O)NC2(CCCCC2)C1=O)Nc1ccc(Cl)cc1
→ -5.3	2.4	6.0	12.9	.	.	4.6	-3.0	2.1	11.0
31) C=CCNC(=S)N/N=C/c1ccc(C)cc1C
→ 9.6	4.8	4.6	0.5	2.1	6.7	2.9	.	0.2	-2.7
32) CC(C)(C)c1cc(-c2csc(Nc3ccccc3)[n+]2Cc2ccc(C(=O)O)cc2)cc(C(C)(C)C)c1O
→ .	-16.3	6.5	.	3.6	21.3	-21.6	27.8	-0.8	-1.6
33) C[n+]1ccc(CC2C(=[N+]([O-])[O-])C=Nc3ncnn32)cc1 (configuration not stated)
→ 9.3	.	-8.2	-11.8	-0.4	8.3	0.7	-0.8	-0.5	-3.2
34) COC(=O)C1=C(c2ccc(F)cc2OCc2ccccc2)C[C@@H]2CC[C@H]1N2C(=O)NC1CC1
→ 7.0	1.8	1.5	6.3	.	.	7.1	-9.9	0.3	0.9
35) CCn1cc(C(=O)O)c(=O)c2cc(F)c(N3CCN(C(=S)NC(=O)c4cccc(F)c4)CC3)cc21
→ -13.1	8.7	2.9	2.0	-1.4	12.5	-1.8	-10.7	0.4	0.2
36) CCOc1ccc2c(c1)C(c1ccccc1)=NNC(c1ccccc1)=N2
→ 17.5	-4.6	2.1	-2.9	4.0	8.7	5.9	5.4	-0.5	-6.4
37) CC(=O)Nc1ccc(S(=O)(=O)NCc2csc(-c3cccnc3)n2)cc1
→ -1.7	-1.0	5.0	-9.6	-3.6	2.4	-6.5	-4.9	0.4	3.1
38) Cc1cccn2c(NC(=O)c3ccccc3F)c(-c3ccccc3)nc12
→ -3.6	-8.0	7.4	-2.3	-4.7	.	2.7	-3.1	-3.2	-0.6
39) COc1cc(C(=O)NCC(=O)OCc2cc(=O)oc3c(C)c(C)ccc23)cc(OC)c1OC
→ 1.4	5.7	-0.8	0.9	0.5	19.9	-3.4	-3.8	-0.2	-1.2
40) COc1ccc(OC)c(NC(=O)C2(C)CCN2CCc2ccccc2)c1 (configuration not stated)
→ 6.8	.	-6.8	1.5	.	.	.	.	-0.2	4.5
41) CN1C(=O)C(=Cc2ccc(N3CCOCC3)o2)C(=O)N(C)C1=S
→ -6.3	-9.3	-0.4	-5.2	-4.5	26.1	i	-8.4	-1.9	-10.5
42) O=C(COC(=O)C12CC3CC(CC(C3)C1)C2)NCc1ccccc1
→ -10.4	4.7	-4.1	-3.9	.	.	-1.7	-15.6	0.4	-3.1
43) Cc1oc(-c2ccccc2Cl)nc1CSc1nc2c(c(=O)[nH]1)CCCC2
→ -11.7	-4.7	.	-2.9	1.7	8.7	4.6	1.4	.	.
44) COC(=O)c1cc2cc(Cl)ccc2nc1SC
→ -9.6	-4.4	5.1	-3.2	-0.1	-0.9	-18.3	-8.9	0.2	3.2
45) C/C=C(/C)C(=O)O[C@@H]1c2cc3c(c(OC)c2-c2c(cc(OC)c(OC)c2OC)[C@@H](OC(C)=O)[C@@H](C)[C@H]1C)OCO3
→ .	-1.0	3.3	.	.	-0.3	3.7	-9.3	-0.6	1.1
46) Cc1cc(C)c(O)c(-c2cc(C(=O)Nc3ccc(S(=O)(=O)N4CCOCC4)cc3)[nH]n2)c1
→ -8.6	-208.5	-11.9	0.4	5.3	-7.5	3.2	13.4	-1.5	-26.4
47) COc1ccc(OC)c(NC(=O)CSc2nccn2Cc2ccco2)c1
→ 24.7	-10.7	0.3	8.0	0.1	3.6	-0.8	9.9	0.2	9.9
48) CCOC(=O)N1CCC(N(CCN(C)C)C(=S)Nc2cccc(C)c2)CC1
→ 6.0	4.4	1.0	-0.1	3.8	12.6	-1.2	-0.5	0.0	-2.8
49) CSC1=N/C(=C/c2cccnc2)C(=O)N1Cc1ccccc1
→ -8.7	-3.6	.	-1.7	4.7	-7.9	12.0	-10.4	.	.
50) Cc1ccc(C)c(N)c1
→ -3.8	4.7	-1.7	3.4	.	.	-4.8	5.5	-0.1	-1.9
51) CC(Sc1nncn1C)C(=O)Nc1nnc(-c2ccccc2)s1 (configuration not stated)
→ 8.2	-3.3	5.5	-1.6	-3.8	15.1	13.1	1.3	0.0	11.9

Sorted by heavy-atom count (lowest first): part of the list above.
Value order: CCHFV vOTU inh	Rv3671c inh	Anthrax LF prot	PrPC surface inh	SARS 3CLpro inh	VHR inh abs	MazF activator	PriA SSB inh	BoNT-A LC inh2	BoNT F protease
10) CN1C(=CC=C2C=C(I)C(=O)C(I)=C2)C(C)(C)c2ccccc21
→ 10.7	.	55.1*	-0.3	1.4	20.1	-671.7	.	101.0*	19.3
43) Cc1oc(-c2ccccc2Cl)nc1CSc1nc2c(c(=O)[nH]1)CCCC2
→ -11.7	-4.7	.	-2.9	1.7	8.7	4.6	1.4	.	.
48) CCOC(=O)N1CCC(N(CCN(C)C)C(=S)Nc2cccc(C)c2)CC1
→ 6.0	4.4	1.0	-0.1	3.8	12.6	-1.2	-0.5	0.0	-2.8

From PubChem BioAssay
